# MITF primary: blocks human microphthalmia-associated transcription factor | inhibition, % at 2.6 µM | AlphaScreen MITF homodimerization, bead proximity signal | O75030 | actives 0.91% (n = 650,000); in the data active = inhibition above about 50%;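 note: 0% = vehicle wells with protein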
# GPR151 ag: activators of human GPR151; PathHunter beta-arrestin GPR151 cells, luminescence; Q8TDV0; actives 1% (n = 650,000); activation, % at 11.2 µM; in the data active = activation above about 4.9%;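 note: 0% = median of compound wells and 100% = cells with positive control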
# FBW7 activator: human FBW7 E3 ligase activation, primary screen; normalized activity (activation), % at 26.1 µM; AID 1259310; actives 0.13% (n = 650,000); Q969H0; AlphaScreen FBW7–phospho-cyclin E peptide binding, activator screen; in the data active = normalized activity above about 1.9%;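 note: purified mutant Fbw7 with reduced substrate affinity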
# Target sequence (Q969H0 whole entry, looked up): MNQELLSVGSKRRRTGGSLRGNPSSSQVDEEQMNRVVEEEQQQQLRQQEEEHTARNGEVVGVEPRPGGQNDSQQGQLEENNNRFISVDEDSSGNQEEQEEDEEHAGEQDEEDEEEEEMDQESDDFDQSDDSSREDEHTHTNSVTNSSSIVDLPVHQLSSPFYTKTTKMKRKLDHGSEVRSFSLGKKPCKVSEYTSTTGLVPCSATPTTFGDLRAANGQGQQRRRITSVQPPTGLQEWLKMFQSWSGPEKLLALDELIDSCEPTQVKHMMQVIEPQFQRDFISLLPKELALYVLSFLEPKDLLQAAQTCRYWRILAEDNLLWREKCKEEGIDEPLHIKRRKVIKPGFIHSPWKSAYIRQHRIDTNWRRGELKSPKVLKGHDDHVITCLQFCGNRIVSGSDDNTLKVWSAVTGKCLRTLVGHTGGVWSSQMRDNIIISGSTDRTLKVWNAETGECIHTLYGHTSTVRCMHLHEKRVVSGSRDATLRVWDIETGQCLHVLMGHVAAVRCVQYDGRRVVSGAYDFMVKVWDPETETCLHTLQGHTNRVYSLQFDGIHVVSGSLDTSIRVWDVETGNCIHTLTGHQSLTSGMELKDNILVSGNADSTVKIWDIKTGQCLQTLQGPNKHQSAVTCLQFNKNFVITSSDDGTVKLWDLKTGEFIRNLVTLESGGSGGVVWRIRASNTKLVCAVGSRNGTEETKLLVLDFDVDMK
# TEAD-YAP inh: TEAD-YAP interaction inhibition; HEK-TIYL cells, TEAD-Gal4/YAP UAS-luciferase luminescence; inhibition, % at 9.12 µM; actives 1.4% (n = 640,000); in the data active = inhibition above about 32%;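 note: 0% = median of test compound wells and 100% = reference inhibitor wells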
# The depositor's hits bear a star; · = no result given.
entry	Compound	MITF primary	GPR151 ag	FBW7 activator	TEAD-YAP inh
1	CC(=O)Nc1sc(C(C)=O)c(C)c1C(=O)O	-1	0.6	0.1	-6
2	O=C(CN1CCC(O)(c2cccnc2)CC1)Nc1cccc(O)c1	-6	-2.0	0.1	-4
3	COc1ccc(CN2CCN(Cc3cc(Cl)ccc3O)CC2CCO)c(F)c1 (configuration not stated)	5	0.3	0.4	9
4	O=C(Oc1ccccc1)c1ccc(S(=O)(=O)c2ccc(C(=O)Oc3ccccc3)cc2)cc1	15	-0.4	1.1	4
5	O=C(OC1CCCCC1=O)c1cc([N+](=O)[O-])ccc1Cl (configuration not stated)	13	-0.8	-0.1	7
6	CCCCN(C1=NC2CS(=O)(=O)CC2S1)c1ccc(OC)cc1 (configuration not stated)	8	3.3	-0.2	-3
7	O=C(c1ccc(CS(=O)Cc2ccc(Cl)cc2)o1)N1CCN(c2ccccn2)CC1 (configuration not stated)	7	0.1	0.1	6
8	CCOCCCNC(=S)Nc1ccc2nc(N3CCN(CC)CC3)cc(C)c2c1	1	1.6	0.3	4
9	CCN1C(=O)CC(CC(=O)N2CCN(C(=O)c3ccco3)CC2)(c2ccccc2C)C1=O (configuration not stated)	4	-1.3	-0.1	2
10	COc1ccc(F)cc1S(=O)(=O)N1CCC2(CC1)OCCN2S(=O)(=O)c1ccc(C)cc1	4	0.9	0.0	6
11	COC(=O)COc1ccc2c(C)c(CC(=O)OC)c(=O)oc2c1C	6	2.2	0.0	-1
12	COCCCn1c(=O)[nH]c2ncc(-c3ccc(OC(F)(F)F)cc3)nc21	-6	0.3	-0.4	-3
13	O=C(c1n[nH]c(=O)c2ccccc12)N1CCCC1c1nc2ccccc2[nH]1 (configuration not stated)	9	-0.9	0.0	1
14	CCOC(=O)c1c(C)n(C)c2ccc(OC(=O)c3ccc(OC)c(OC)c3)cc12	-8	-0.2	0.0	-4
15	CCOC(=O)c1cccc(NC(=O)CN2CCC(c3nc4ccccc4s3)CC2)c1	-13	-0.5	0.0	9
16	COc1ccc(CCNc2nc(-c3ccc(C(=O)N4CCN(C)CC4)cc3)nc3c2ncn3-c2ccsc2)cc1	-3	-1.7	-0.3	20
17	CCOC(=O)C(=O)Nc1cc(OCC)c(NC(=O)c2ccccc2Cl)cc1OCC	13	-0.6	0.2	3
18	Cc1ccc(N(CC(=O)NC2CCCCC2)C(=O)CCC(=O)Nc2nccs2)cc1C	10	0.4	0.0	1
19	NC(=O)c1c(NC(=O)C2=COCCO2)sc2c1CCCCC2	3	-0.8	0.0	-41
20	NC(=O)c1cc(Br)cc(Br)c1O	10	-1.5	-0.1	-3
21	c1ccc(CN2CCC(Nc3nc(NCCN4CCOCC4)nc4c3ncn4-c3ccsc3)CC2)cc1	-5	0.4	-0.2	0
22	O=C(Nc1ccc(Oc2ccc(Cl)cc2)cc1)c1cc2cc(Br)ccc2oc1=O	-7	-1.1	-0.2	5
23	C[C@@H](NS(=O)(=O)c1cccs1)c1ccccc1	0	1.2	0.1	5
24	O=Cc1ccc(-c2ccc(Oc3ccccc3N3CCOCC3)nc2)cc1	2	-0.3	-0.5	-7
25	CCOC(=O)c1c(NC(=O)c2ccccc2)sc2c1CCC(C(C)(C)C)C2 (configuration not stated)	2	0.7	-0.2	-2
26	CCOC(=O)C(=CNc1cc(C)nn1-c1ccccc1)C(=O)OCC	0	6.6*	-0.1	0
27	C=CCNC(=O)CN(C)CC(=O)Nc1ccc(Cl)cc1	4	-1.1	0.2	-9
28	O=S(=O)(Nc1ccc(-c2ccccc2)cc1)c1ccc2ccccc2c1	1	-0.8	-0.2	-1
29	COc1ccc(C2=N/C(=C\c3ccc(OC)cc3OC)C(=O)O2)c(Br)c1	10	0.7	0.0	11
30	COC(=O)c1ccc(CSc2c(C)[nH]c3ccccc23)o1	2	-0.9	-0.2	-11
31	CN1C(=O)NC(=O)/C(=C\c2cn(Cc3ccccc3)c3ccccc23)C1=O	4	-0.8	-0.4	4
32	COC1=C/C(=C/c2c(N)n3nc(N4CCCC4)sc3nc2=O)C=CC1=O	8	-0.5	-0.2	3
33	O=C(CN1CCN(c2nccn2-c2cccc(Cl)c2)CC1)Nc1ccc(F)cc1F	27	-1.2	0.0	-5
34	COc1ccc(C(=O)NNC(=O)/C=C/c2ccccc2)cc1	7	-1.5	0.5	4
35	COCCNc1c(-c2ccccc2Cl)nc2cnccn12	19	0.3	0.0	0
36	CC(=O)N1C(C(=O)O)CSC1c1cccc(C)c1 (configuration not stated)	-7	-0.5	-0.1	-3
37	Clc1ccccc1Cc1nnc(-c2cccs2)o1	14	0.1	1.1	-24
38	CN(C)c1ccc(/C=C(/NC(=O)c2ccccc2Br)C(=O)Nc2cccc([N+](=O)[O-])c2)cc1	9	-0.5	0.0	4
39	COc1cc(/C=C2/NC(=S)NC2=O)ccc1OCc1ccc(C(=O)O)cc1	8	-1.5	0.6	4
40	CCOCCCNC(=O)CNC(=S)N(CCCN1CCOCC1)Cc1cccs1	13	1.6	0.1	1
41	Nc1[nH]c(=S)nc2sc3c(c12)CCCC3	-6	0.1	-0.1	-17
42	CCOc1ccc(CCNC(=O)C2CCC(=O)N2CCc2ccccc2)cc1OCC (configuration not stated)	19	-4.1	1.0	10
43	COc1cccc(NC(=O)CN(c2ccc(C)cc2)S(=O)(=O)c2ccc(OC)c(OC)c2)c1	10	2.9	0.1	8
44	COCCOC(=O)C1=C(C)NC(=O)NC1c1ccc(OC(=O)c2ccco2)c(OC)c1 (configuration not stated)	-7	0.1	0.0	-3
45	CC1=NN(c2ccc(Cl)c(C(=O)O)c2)C(=O)/C1=C\c1ccccc1	-2	-1.2	0.0	-4
46	Cc1ccc(Cl)cc1N1CCN(CC(O)COc2ccc(F)cc2)CC1 (configuration not stated)	15	-0.1	0.1	5
47	c1cnc(Nc2nc(NCc3nc4ccccc4[nH]3)c3ncn(-c4ccsc4)c3n2)nc1	-18	-1.0	50*	69*
48	O=C(Cn1[nH]c(=O)c2ccccc2c1=O)Nc1ccc(Br)cc1	10	1.6	0.0	-3
49	COc1cc(Nc2cc(C)nc(-c3ccc(N4CCOCC4)nc3)n2)cc(OC)c1OC	14	0.4	-0.1	7
50	CCOc1ccc(/C=N/NC(=O)c2[nH]ncc2Br)cc1	0	-8.1	-0.2	5
51	CCOC(=O)CC(NS(=O)(=O)c1ccc(Cl)c(OC)c1)c1ccc(OC)cc1 (configuration not stated)	-4	0.2	-0.1	-7
52	CC(=O)Nc1cc(C(=O)NCc2ccccn2)ccc1Nc1cccc(Cl)c1	2	1.2	-0.6	-1
53	Cc1occc1-c1nn(CC(=O)NC2CCCCC2C)c(=O)o1 (configuration not stated)	9	0.9	-0.1	-1
54	CCOCCCNCC#Cc1ccccc1	2	0.1	-0.1	-5
55	CN(CCCC(=O)NNC(=O)OC(C)(C)C)S(=O)(=O)c1ccc([N+](=O)[O-])cc1	-1	-1.6	0.6	12
56	CC1(C)Oc2ccc(C(=O)Nc3ccccc3F)cc2N(CC(=O)N2CCOCC2)C1=O	5	-0.1	0.4	-23
57	CCOC(=O)c1cnn(-c2ccc3c(c2)OCCO3)c1CNCc1nccs1	-2	0.4	-0.1	-14
58	COC(CNC(=O)CCCN1C(=O)COc2ccc(C)cc21)OC	39	-0.8	0.4	7
59	O=C(NCc1ccc(F)cc1)c1ccccc1C(=O)NCc1ccc(F)cc1	-2	-0.4	-0.3	-5
60	CCOc1cccc(/C=C2\SC(=S)NC2=O)c1O	-4	0.4	-0.1	-11

# (further entries)
entry	Compound	MITF primary	GPR151 ag	FBW7 activator	TEAD-YAP inh
61	CC(C)(C)c1ccc(C(=O)N/C(=C\c2ccco2)C(=O)Nc2ccccc2C(=O)O)cc1	1	0.7	-0.1	14
62	O=C(Nc1ccc(-n2cccn2)cc1)C1CC12CCN(C(=O)C1CCCO1)CC2 (configuration not stated)	-2	1.5	0.0	-3
63	CCOC(=O)C1=C(O)CSC1=Nc1ccc(F)cc1	8	-1.2	0.0	1
64	COC(=O)c1ccc(CN2CCCC(C(=O)Nc3cccc(-n4cccn4)c3)C2)cc1 (configuration not stated)	10	-0.6	0.1	16
65	CCOC(=O)c1cc2sccc2n1CC(=O)N(C)C	-2	-0.1	0.0	-4
66	CCOc1ccccc1NC(=O)CCn1cccc1	10	0.3	-0.1	2
67	COC(=O)c1ccc(/C=C2\N=C3CCCCCN3C2=O)cc1	-7	-2.3	0.5	-18
68	CC1CCCN(C(=S)Nc2ccc(F)cc2)C1 (configuration not stated)	-4	0.8	-0.1	4
69	NC(=O)c1c(NC(=O)c2ccc([N+](=O)[O-])cc2)sc2c1CCCCC2	23	2.1	0.4	-46
70	COCCN1C(=O)CC[C@@]23C1=NC(C(=O)OC)=C(C(=O)OC)[C@@H]2N(C)c1ccccc13	15	6.9*	0.1	·
71	COC(=O)c1ccc2c(c1)C(=O)N(c1ccc(C)c(Cl)c1)C2=O	20	-0.5	0.6	-16
72	CCOc1ccc(CNC(=O)C2CCN(C(=O)c3sccc3-n3cccc3)CC2)cc1	-5	0.4	-0.3	0
73	CCOc1ccccc1NC(=O)c1sc2ncnc(N3CCCCC3C)c2c1C (configuration not stated)	7	-1.1	0.3	-28
74	CCC[C@@H]1NC(=O)[C@@H]2C[C@H](NC(=O)N[C@H](C)c3ccccc3)CN2C1=O	-13	-1.2	0.0	-5
75	CC(=S)Nc1ccc(Nc2ccccc2)cc1	-4	0.5	0.0	-15
76	CC(Oc1ccccc1)C(=O)N1CCN(CC(=O)c2cccs2)CC1 (configuration not stated)	43	-1.2	-0.3	-3
77	COc1ccc(OC)c(/C=N/NC(=O)CC(=O)NC2CCCCC2)c1	7	-0.8	0.1	6
78	CN(CCO)c1nc(/C=C/c2ccccc2)c([N+](=O)[O-])c(N2CCCCC2)n1	7	1.0	0.0	-7
79	Cn1c(=O)n(CC(=O)O)c2ccccc21	-2	0.1	-0.1	-4
80	C[C@@H](O)CCC[C@@H](O)/C=C/[C@@H]1[C@@H](CCCCCCC(=O)O)[C@@H](O)C[C@H]1O	-3	3.0	·	·
81	COc1ccc2c(CNCc3ccc(F)cc3)c(C(=O)O)n(Cc3ccc(C)cc3)c2c1	1	7.8*	-0.1	6
82	CN1C(=O)CC(CC(=O)N(C)C(C2CC2)C2CC2)(c2ccc(-c3ccccc3)cc2)C1=O (configuration not stated)	11	-0.9	-0.2	-19
83	CCOC(=O)c1c(NC(=O)c2cc3nc(-c4ccc(C)cc4)cc(C(F)(F)F)n3n2)sc2c1CCCC2	-7	0.2	0.0	-4
84	Cc1nnc(SCC(=O)Nc2ccc(C(N)=O)cc2)n1-c1ccccc1	-10	2.6	-0.3	2
85	O=C(NCc1cccnc1)c1ccnc(Nc2nccc3ccccc23)c1	-4	-0.8	0.0	1
86	c1ccc(SCCN2CCCC2)cc1	42	-0.9	0.7	2
87	Cc1ccc(CS(=O)(=O)CCC(=O)NCCN2CCC(Cc3ccccc3)CC2)cc1	5	-1.5	0.4	16
88	C=CCNC(=O)c1cc2c(=O)n3cccc(C)c3nc2n(CCC)c1=N	6	0.5	-0.1	23
89	CC1=C(C(=O)OCc2ccc(C)cc2)C(c2ccc(O)c([N+](=O)[O-])c2)NC(=O)N1 (configuration not stated)	-79	0.5	0.1	4
90	Cc1ccc(NC(=O)C(=O)NNC(=O)COc2ccc(Cl)cc2)cc1	-9	-0.8	0.0	-5
91	COC(=O)c1cccc(NC(=O)COC(=O)c2cc3ccccc3o2)c1	6	-1.4	0.1	4
92	CCOC(=O)C1=C(O)/C(=C/c2ccc(O)c(OC)c2)SC1=Nc1cccc(Cl)c1	17	0.6	0.1	9
93	Cn1c(SCC(=O)NC(C)(C)C)nnc1-c1cccnc1	-12	0.1	-0.1	-1
94	COc1ccc(-c2nnc(-c3cc4cccc(OC)c4oc3=O)o2)cc1	16	2.2	0.3	3
95	CCS(=O)(=O)N1CCCc2cc(NS(=O)(=O)c3ccc(OC)cc3C)ccc21	3	0.1	0.1	11
96	C=CCSc1nnc2c(n1)OC(c1ccc(-c3ccc(F)cc3)o1)N(C(C)=O)c1ccccc1-2 (configuration not stated)	11	1.2	0.0	3
97	Clc1ccc(CN2CCN(/N=C/c3cccnc3)CC2)cc1	11	-1.2	0.3	-7

# Structures listed so far that contain a tert-butyl group, in the order listed:
entry	Compound	MITF primary	GPR151 ag	FBW7 activator	TEAD-YAP inh
25	CCOC(=O)c1c(NC(=O)c2ccccc2)sc2c1CCC(C(C)(C)C)C2 (configuration not stated)	2	0.7	-0.2	-2
55	CN(CCCC(=O)NNC(=O)OC(C)(C)C)S(=O)(=O)c1ccc([N+](=O)[O-])cc1	-1	-1.6	0.6	12
61	CC(C)(C)c1ccc(C(=O)N/C(=C\c2ccco2)C(=O)Nc2ccccc2C(=O)O)cc1	1	0.7	-0.1	14
93	Cn1c(SCC(=O)NC(C)(C)C)nnc1-c1cccnc1	-12	0.1	-0.1	-1

# Arranged by heavy-atom count (highest first): some entries from above
entry	Compound	MITF primary	GPR151 ag	FBW7 activator	TEAD-YAP inh
13	O=C(c1n[nH]c(=O)c2ccccc12)N1CCCC1c1nc2ccccc2[nH]1 (configuration not stated)	9	-0.9	0.0	1
58	COC(CNC(=O)CCCN1C(=O)COc2ccc(C)cc21)OC	39	-0.8	0.4	7
34	COc1ccc(C(=O)NNC(=O)/C=C/c2ccccc2)cc1	7	-1.5	0.5	4
60	CCOc1cccc(/C=C2\SC(=S)NC2=O)c1O	-4	0.4	-0.1	-11
79	Cn1c(=O)n(CC(=O)O)c2ccccc21	-2	0.1	-0.1	-4

# Source: PubChem
